# HIF-2a block: inhibitors of HIF-2a | 786-0 RCC cells HIF-2a reporter, luciferase luminescence, overnight | inhibition, % at 18.8 µM | 360,000 compounds, 0.72% hits | AID 624352;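 active = inhibition of the luminescence signal of 40% or more relative to plate controls, in a single-dose primary screen at 18.75 µM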
# Peg3 promoter: Peg3 promoter activity inhibition; 360,000 compounds, 1.7% hits; AID 588405; inhibition, % at 20 µM; HeLa PEG-Prom luciferase reporter, luminescence, overnight;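 active = inhibition of at least 50% at 20 µM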
# CF NFkB block: inhibitors of cystic fibrosis induced NF-kB; KKLEB NF-kB-GFP reporter, PAF-induced, GFP fluorescence overnight; inhibition, % at 5 µM; 360,000 compounds, 0.86% hits;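 active = at least 50% inhibition at 5 µM, scaled per plate between neutral and stimulator controls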;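 also: PAF is a Pseudomonas aeruginosa culture filtrate used as stimulus; plate controls were PAF-stimulated DMSO wells for no effect and unstimulated DMSO wells for full effect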
# TRPM1 prom inh: inhibitors of MITF-driven TRPM1 promoter in melanoma cells; SK-MEL-5 TRPM1 promoter luciferase, 24 h; inhibition, % at 12.5 µM; 330,000 compounds, 0.83% hits; AID 488899;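 active = mean inhibition across replicates of 60% or more, whatever share of single replicates reaches that level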; also: values of inactives mirror those of a sister screen read the other way
# LMP1 NFkB inh: inhibitors of Epstein-Barr LMP1-induced NF-kappaB reporter; 350,000 compounds, 0.69% hits; inhibition, % at 12.5 µM; LMP1-induced NF-kappaB luciferase reporter cells, luminescence; AID 504558; in the data active = inhibition above about 41%;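 also: 0% = neutral control wells and 100% = reference inhibitor control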
# iPSC survival up: hiPSC single-cell survival enhancement. ATPlite luminescence; 100% = ROCK inhibitor wells, 0% = DMSO. survival enhancement, % at 20 µM. 360,000 compounds, 0.044% hits; in the data active = survival enhancement above about 18%;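 also: cells exposed to compounds for 16 hours before the ATP read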
# NR2E3 ag-1: NR2E3 (human) agonism | inhibition of corepressor binding, % at 4.78 µM | 320,000 compounds, 0.12% hits | AID 2300 | Q9Y5X4 | GST-NR2E3/biotin-RetCOR TR-FRET, 1536-well;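 active = percent inhibition above the cutoff of mean plus 3 SD of all tested compounds, set per screening campaign, cut at about 20% in these data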;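 also: 0% = DMSO wells and 100% = biotin wells as full block of FRET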
# Target sequence (Q9Y5X4 whole entry, looked up): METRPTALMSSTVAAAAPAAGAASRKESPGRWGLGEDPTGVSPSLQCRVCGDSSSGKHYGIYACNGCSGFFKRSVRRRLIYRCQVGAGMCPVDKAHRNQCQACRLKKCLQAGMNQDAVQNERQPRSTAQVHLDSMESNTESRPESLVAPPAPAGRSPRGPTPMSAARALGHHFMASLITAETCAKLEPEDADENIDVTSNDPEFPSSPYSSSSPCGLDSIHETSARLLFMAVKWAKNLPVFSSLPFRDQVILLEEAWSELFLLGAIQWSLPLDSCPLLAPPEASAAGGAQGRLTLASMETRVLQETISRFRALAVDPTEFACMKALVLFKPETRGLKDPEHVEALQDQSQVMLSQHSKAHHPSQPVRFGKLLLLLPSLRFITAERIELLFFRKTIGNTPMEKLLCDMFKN
#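 Material: NR2E3–RetCOR corepressor complex / Incubation: Compound–protein incubation for 5 h at 4 °C / Dosing: compound at 4.8 µM, single dose / Detection: time-resolved FRET / Benchmarks: high control biotin, low control 0.6% DMSO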
# Shn3 inh set2: reduces Shn3 3'UTR luciferase signal in osteoblasts. Clone20 osteoblast Shn3 3'UTR firefly luciferase, 24 h. inhibition, % at 12.5 µM. 360,000 compounds, 0.52% hits. AID 588674;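 active = mean inhibition of at least 75% with every replicate also reaching 75%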;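 also: 0% = median of neutral control wells and 100% = pilot-screen positive control compound; some compounds past the cut are filed as inactive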
# TRAIL sens C8: sensitizes caspase-8 expressing cells to TRAIL. NB7+C8 cells + TRAIL, ATPlite viability luminescence. inhibition (viability loss, TRAIL sensitization), % at 10 µM. 360,000 compounds, 1% hits;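 active = compounds causing at least 50% loss of cell viability in the single-dose screen, relative to plate controls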
# KKLEB cytotox: counter-screen for CF NF-kB inhibitors: cytotoxicity; KKLEB CF airway cells viability, ATPlite luminescence, overnight; active compounds read low; cells stimulated with P. aeruginosa culture filtrate; activity change (cytotoxicity), % at 5 µM; 360,000 compounds, 0.36% hits;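 active = corrected activity change at or below -50% at 5 µM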
# NR2E3 ag-2: agonists of human NR2E3 nuclear receptor. Q9Y5X4. CHO-S Gal4-NCOR/VP16-NR2E3 two-hybrid, luciferase. inhibition of corepressor binding, % at 3.98 µM. 360,000 compounds, 0.35% hits. AID 602229;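 active = inhibition above the mean of all tested compounds plus 3 SD, cut at about 70% in these data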;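 also: 0% = DMSO with NR2E3 transfected cells and 100% = cells lacking NR2E3 construct; higher means lower luciferase signal from less NR2E3 corepressor binding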
# Active calls of the source: *; / = not tested or not shown. Some of the compounds tested; count on the stated rates, not on these rows.
SMILES,HIF-2a block,Peg3 promoter,CF NFkB block,TRPM1 prom inh,LMP1 NFkB inh,iPSC survival up,NR2E3 ag-1,Shn3 inh set2,TRAIL sens C8,KKLEB cytotox,NR2E3 ag-2
CCN(CC)c1ccc(/C=N/Nc2nc3ccccc3[nH]2)c(O)c1,-119.0,-11.6,-4.4,43.7,55.1*,-5.7,3.3,77.1,36.7,4.9,5.0
O=C(CSc1ccccc1F)NCC(c1cccs1)N1CCOCC1 (configuration not stated),-6.8,9.4,-7.2,5.1,-8.0,-0.3,/,1.9,7.7,4.7,-22.2
N#Cc1cnn(Cc2ccccc2)c1/N=C/N1CCOCC1,12.7,7.2,8.8,17.7,-5.1,-1.4,-1.5,8.1,2.6,-8.0,-20.5
Cn1c(N)c(C(=O)c2ccc(Cl)cc2)c(=O)n(C)c1=O,20.4,-2.6,12.2,0.7,8.2,-1.1,2.2,3.3,-0.6,-8.8,-13.5
COc1ccc(CNC(=O)C2=CCN(S(=O)(=O)c3ccc(C)cc3)CC2)cc1,10.6,14.2,8.2,4.2,-10.6,-0.1,-0.4,2.2,-5.3,9.3,0.5
COc1ccc(NC(=O)/C(Cl)=C(/Cl)S(=O)Cc2ccccc2)cn1 (configuration not stated),93.9*,104.6*,88.5*,103.8*,83.1*,-2.1,1.6,97.3*,96.2*,-95.4*,90.0*
Cc1cc(C)c(S(=O)(=O)N(C)CC(=O)NCc2ccccn2)c(C)c1,/,/,/,6.8,-3.9,/,-0.5,-1.6,/,/,-10.4
CC(C)NC(=O)C(=O)c1cn(C)c2ccccc12,-18.6,-3.1,4.7,-5.4,2.6,-0.4,1.2,-20.5,-16.1,0.8,-15.7
CC(=O)N1CCN(c2ccc(NCc3ccc(-c4cccc(Cl)c4)o3)cc2)CC1,-149.6,-145.9,9.7,-7.2,2.2,5.1,/,-18.1,9.9,-20.5,-34.3
Cc1ccc(C(=O)NCC(=O)NCC(=O)OCc2ccc(F)cc2)cc1,14.6,-4.3,-18.1,8.1,4.4,1.5,0.9,-3.6,1.0,-3.4,-0.5
CCOC(=O)c1c(S(=O)(=O)N2CCCC(C(=O)Nc3cccc(C)n3)C2)c(C)n(C)c1C (configuration not stated),10.2,9.9,-17.5,-1.9,-2.4,-0.4,1.5,11.8,-6.7,9.4,-16.5
COc1cccc(C(=O)c2cc3ccc(O)cc3oc2=O)c1,-93.3,-64.0,9.5,-11.0,-4.1,1.1,-2.2,-26.0,-3.6,-23.6,-11.0
Cc1nnc(NC(=O)CCn2c(=O)oc3ccc(Cl)cc32)s1,-3.6,-7.8,-8.7,6.8,7.0,-0.3,-1.8,4.6,4.5,0.1,-9.5
Cc1cc(C)cc(C(=O)N2CCC(C(N)=O)CC2)c1,15.1,-0.9,6.5,9.8,-5.4,1.1,-1.1,5.1,-4.6,-3.5,-10.1
COc1ccc(CCC(=O)Nc2cccc(Cl)c2)cc1,-19.3,-3.9,-0.1,-21.4,-15.3,-0.6,0.1,-1.4,-4.6,-4.1,-8.1
O=C(CN1CCC(NC(=O)C2CCCCC2)CC1)NCc1ccco1,13.2,2.9,-3.9,7.1,2.0,-0.1,0.1,-27.4,5.1,2.3,11.3
COc1ccccc1CN1CC(C(=O)NCc2cccc(Cl)c2)CCC1=O (configuration not stated),-19.0,4.2,0.6,-5.4,-8.6,-0.1,-0.7,-10.0,12.2,8.7,-13.4
CC1(C)CC(c2nc(-c3ccccc3)cs2)CCS1 (configuration not stated),-97.5,-58.0,-1.8,-15.0,-38.3,2.9,-6.4,-9.2,4.1,-4.2,5.1
COc1ccc2c(c1)c1nc3ccccc3nc1n2CCn1c(=O)oc2ccccc21,32.8,29.5,-8.3,20.3,1.0,0.2,1.6,19.4,10.8,-13.2,-2.5
Clc1ccc(/C=N/Nc2ncnc3ccccc23)cc1Cl,-220.2,-273.5,-11.9,-31.9,-37.1,-0.7,2.8,-17.4,12.9,10.0,-80.6
COc1cccc(-n2cc(C(=O)O)c3ccccc3c2=O)c1,13.2,-3.0,11.5,6.9,-1.6,2.4,3.8,-2.6,3.1,5.2,-15.5
COCCn1c(SCC(=O)c2ccc3c(c2)OCCO3)nnc1C(C)C,-17.6,-15.8,-3.3,-4.1,-5.5,4.1,2.3,/,1.1,6.1,-11.6
CCOc1ccc(/C=N/NC(=O)c2ccc(F)cc2)cc1CN1CC2CC(C1)c1cccc(=O)n1C2 (configuration not stated),-13.9,-12.9,-0.6,-4.2,-4.4,-1.9,0.9,-25.9,-1.8,-13.3,-17.9
Cc1ccc(S(=O)(=O)NNC(=S)NCC2CCCO2)cc1 (configuration not stated),0.3,3.4,-0.7,-11.3,-1.8,0.0,-0.5,-4.4,5.1,0.6,1.4
COc1cccc(CNc2ccc3[nH]c(=O)[nH]c3c2)c1OCc1ccccc1F,4.1,15.0,-25.3,3.6,-0.4,0.4,3.0,26.5,-8.8,-9.9,4.2
CCc1cccc(CC)c1NC(=O)COc1ccccc1C(=O)c1cc(C#N)c(=O)n(C2CCCCC2)c1,16.1,27.6,21.2,6.8,3.8,-0.7,-0.1,17.4,3.5,-10.5,11.4
O=C(N/N=C/c1ccc2ncccc2c1)c1cccc([N+](=O)[O-])c1,-70.4,-115.7,18.6,-54.8,-3.4,-0.2,1.4,-29.0,13.2,-4.6,-14.5
CC(=O)Nc1cc(C(N)=O)c(Cl)cc1Cl,18.9,6.6,9.6,-0.9,-10.6,-0.6,2.0,4.6,0.7,-9.9,0.1
CC(C)(C)c1ccc(NC(=O)c2ccccc2)c([N+](=O)[O-])c1,-235.7,-287.1,3.8,-59.8,-74.7,-1.9,1.5,-54.5,14.3,-1.6,-86.6
CCCCCC(=O)N1C[C@@H](O)[C@H](n2cc(COC(=O)c3ccccc3)nn2)C[C@@H]1c1ccccc1,5.5,-5.7,24.3,/,4.3,-1.6,/,2.1,7.6,-13.7,-29.5

# Arranged by number of heavy atoms (smallest number first): part of the list above.
SMILES,HIF-2a block,Peg3 promoter,CF NFkB block,TRPM1 prom inh,LMP1 NFkB inh,iPSC survival up,NR2E3 ag-1,Shn3 inh set2,TRAIL sens C8,KKLEB cytotox,NR2E3 ag-2
Cc1nnc(NC(=O)CCn2c(=O)oc3ccc(Cl)cc32)s1,-3.6,-7.8,-8.7,6.8,7.0,-0.3,-1.8,4.6,4.5,0.1,-9.5
O=C(CSc1ccccc1F)NCC(c1cccs1)N1CCOCC1 (configuration not stated),-6.8,9.4,-7.2,5.1,-8.0,-0.3,/,1.9,7.7,4.7,-22.2
CC(=O)N1CCN(c2ccc(NCc3ccc(-c4cccc(Cl)c4)o3)cc2)CC1,-149.6,-145.9,9.7,-7.2,2.2,5.1,/,-18.1,9.9,-20.5,-34.3

# (cont.)
SMILES,HIF-2a block,Peg3 promoter,CF NFkB block,TRPM1 prom inh,LMP1 NFkB inh,iPSC survival up,NR2E3 ag-1,Shn3 inh set2,TRAIL sens C8,KKLEB cytotox,NR2E3 ag-2
O=c1oc2cc([N+](=O)[O-])ccc2nc1/C=C(\O)c1cccc(Br)c1,11.1,4.0,10.4,14.3,-4.4,-0.8,-0.9,27.4,-0.8,6.3,-7.5
Cc1ccc(NS(=O)(=O)c2cc3c4c(cccc4c2)C(=O)NC3=O)cc1,26.6,36.0,-4.4,19.9,11.3,-1.3,1.2,8.3,16.0,-7.9,8.2
CC(=O)Nc1ccc(-c2ccccc2)s1,10.2,8.7,-3.1,-1.0,5.9,-0.7,-1.2,-5.4,-16.2,-3.5,-13.4
CS(=O)(=O)c1ccc(C(=O)NCC(c2ccco2)N2CCCCC2)cc1 (configuration not stated),10.9,10.3,10.9,11.9,2.9,0.8,-3.9,6.3,-0.5,-3.0,-2.4
CCOC(=O)C1(CCOc2ccccc2)CCN(Cc2cc(OC)ccc2OC)CC1,7.8,1.7,3.6,-3.8,9.5,-0.6,4.2,34.6,14.8,-12.5,11.3
O=C1C2ON(c3ccccc3)C(c3ccncc3)C2C(=O)N1c1ccccc1 (configuration not stated),2.4,6.3,-6.4,3.3,3.0,1.2,-2.2,0.7,-7.9,9.1,-20.2
O=C(Nc1ccc2c(c1)OCCO2)C(=O)NC1CC1,-135.9,-199.3,-5.7,-45.5,-0.9,-0.3,0.9,-67.3,26.1,-1.7,-91.6
CCc1nc2ccccc2c(C(=O)OCC(=O)NCc2ccco2)c1C,-1.6,-10.4,9.6,-7.0,1.3,-0.4,0.3,32.1,14.7,-6.6,-1.0
CC1CCCN(C(=O)CNC(=O)c2ccco2)C1 (configuration not stated),-66.3,-57.6,-2.9,1.3,-1.3,0.0,1.6,-2.3,-0.4,-1.6,-63.9
COc1ccc2oc(=O)c(NC(=O)C3CCCCC3)cc2c1,-19.7,-37.6,2.2,-18.4,-10.6,-0.4,-1.9,-18.8,5.7,-2.4,4.0
COc1ccc(C2C(C(=O)O)CCC(=O)N2c2ccc(OC)cc2)cc1 (configuration not stated),17.4,6.0,-16.9,3.0,2.3,7.0,2.4,-6.8,-6.4,5.1,22.8
COC(=O)c1nn(-c2ccccc2)c(Cl)c1/C=N/OCc1ccc(Cl)cc1Cl,17.4,36.6,-9.8,-23.2,-1.1,3.1,0.7,4.1,14.1,-0.8,22.0
Cc1ccc(S(=O)(=O)N2CCOC2CNC(=O)C(=O)NCc2ccncc2)cc1 (configuration not stated),15.0,14.8,17.2,-14.0,-6.9,0.8,4.0,-34.5,-13.6,-7.6,7.4
CC(Sc1nnc(-c2ccc(OC(F)F)cc2)n1N)C(=O)NCC1CCCO1 (configuration not stated),0.3,-5.0,-23.2,-6.9,3.1,-0.4,2.8,0.2,12.3,12.4,-0.4
COC(=O)c1ccc(C2C(C#N)=C(C)NC3=C2C(=O)CC(C)(C)C3)cc1 (configuration not stated),5.3,11.4,-6.6,12.7,-6.8,-2.4,-0.5,-5.6,0.5,2.5,13.1
COc1cc(C2NC(=O)NC(c3ccccc3)=C2C(C)=O)cc([N+](=O)[O-])c1O (configuration not stated),-3.9,-11.2,-15.1,3.9,-5.2,3.3,-2.7,-4.0,3.7,9.0,8.1
CCOC(=O)N1CCN(CC(O)COc2ccc(OC)cc2C(C)(C)C)CC1 (configuration not stated),14.2,10.1,1.6,-1.9,-4.4,2.1,1.1,9.7,0.2,1.0,-12.2
CC(C)CN1Cc2ccccc2Oc2cc(Br)ccc2S1(=O)=O,-5.1,20.5,6.9,4.7,7.4,0.2,/,32.3,6.6,-0.1,15.4
C=CCNC(=O)CSc1nc2sc(C)c(C)c2c(=O)[nH]1,7.9,7.7,-5.8,/,3.1,-0.1,-1.1,7.8,-18.6,-18.1,-14.7
COc1ccccc1OCCOCCn1cnc2ccccc2c1=O,-26.5,-5.7,14.0,-0.6,3.4,1.4,-1.5,-33.4,3.1,2.9,-19.1
CC1Cc2ccccc2N1C(=O)Cn1c(=O)cc(O)c2ccccc21 (configuration not stated),-0.1,7.4,-0.2,-6.8,-4.2,-1.8,0.9,-26.1,14.8,-9.7,0.4

# Compound activity as filed in PubChem BioAssay.
